Source: PubChem (Sanford-Burnham Center for Chemical Genomics)
XIAP displacement: small molecules displacing peptide from XIAP – biochemical, IAP family, fluorescence polarization (AID 1018); XIAP BIR domain, fluorescence polarization peptide displacement; higher % means a stronger effect; one-dose displacement, % at 20 µM; IC50 in µM for titrated hits; actives 0.007% (n = 200,000); in the data active = displacement above about 50%; also: a part of the inactive calls stands beside numbers as strong as those of hits
LYP inhibition: inhibitors of LYP phosphatase, biochemical, fluorescence intensity, uHTS (AID 1779); recombinant LYP phosphatase, fluorescence intensity; higher % means a stronger effect; inhibition, % at 11.5 µM; hits with a dose series show IC50 in µM; actives 0.054% (n = 290,000);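 also: plate controls were vehicle with enzyme for no effect and no enzyme for full effect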
KOR beta-arrestin-1: KOR antagonists, beta-arrestin recruitment, cell-based, luminescence, uHTS (AID 1778); KOR beta-arrestin recruitment, luminescence, antagonist mode; higher % means a stronger effect; actives 0.091% (n = 290,000); inhibition, % at 10 µM; hits with a dose series show IC50 in µM; also: strong numbers were not always called active
TNAP activation fold: human TNAP enzyme activators, primary screen, biochemical, luminescent, no phosphate acceptor, uHTS (AID 1001). purified TNAP, luminescent activation assay, no phosphate acceptor; higher activation fold means a stronger effect. one-dose activation fold at 20 µM; EC50 in µM for titrated hits. actives 0.03% (n = 200,000); in the data active = activation fold from about 3, or a potency from the dose series; inactive = the rest, 99 in 100 with activation fold below about 1.6; also: many of its hits are not listed in these tables
KOR beta-arrestin-2: kappa opioid receptor activators – cell-based, luminescence, uHTS, primary screen (AID 1777). KOR beta-arrestin recruitment, luminescence; higher % means a stronger effect. activation, % at 10 µM, or EC50 in µM where a hit was titrated. actives 0.02% (n = 280,000); in the data active = activation above about 50%, passing the limit was not always enough; also: a part of the inactive calls stands beside numbers as strong as those of hits
human PMI inhibitors: MPI inhibition at elevated mannose 6-phosphate – biochemical, fluorescence intensity, high mannose 6-phosphate, primary screen (AID 1220). recombinant PMI enzyme, coupled fluorescence intensity; higher % means a stronger effect. inhibition, % at 20 µM; hits with a dose series show IC50 in µM. actives 0.66% (n = 190,000)
NOD1 inhibition: inhibition of NOD1-driven NF-kB reporter – cell-based, luminescence, uHTS, primary screen (AID 1578); NOD1-driven NF-kB luciferase reporter cells, luminescence; higher % means a stronger effect; actives 1% (n = 290,000); inhibition, % at 4 µM; hits with a dose series show EC50 in µM; in the data active = inhibition mostly above about 36%, no sharp cut-off; inactive = mostly below about 34%;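 also: HEK-293T reporter cells stimulated with the NOD1 agonist gamma-tri-DAP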
NOD2 inhibition: inhibition of NOD2-driven NF-kB reporter – cell-based, luminescence, uHTS, HEK293 (AID 1566). HEK293 NOD2/NF-kB luciferase reporter, luminescence; higher % means a stronger effect. inhibition, % at 4 µM, or EC50 in µM where a hit was titrated. actives 0.63% (n = 290,000); also: many of its hits are not listed in these tables
human PMI inhibition: inhibitors of human PMI, primary screen, biochemical, fluorescence intensity, coupled assay (AID 1209) | purified PMI enzyme, coupled fluorescence intensity; higher % means a stronger effect | actives 0.42% (n = 190,000) | one-dose inhibition, % at 20 µM; IC50 in µM for titrated hits;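 also: plate controls were DMSO vehicle for no effect and wells lacking substrate for full effect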
Starred values were filed as active, the others as inactive; / = no result given; [ ] = remark or other dose. Rule as the data show it, unless noted: active = inhibition above about 50%; inactive = the rest.

XIAP displacement,LYP inhibition,KOR beta-arrestin-1,TNAP activation fold,KOR beta-arrestin-2,human PMI inhibitors,NOD1 inhibition,NOD2 inhibition,human PMI inhibition,smiles
/,-9.3%,-1.9%,/,-3.9%,/,-3.7%,2.0%,/,COC(=O)c1c(NC(=O)C(C)(C)C)csc1C
/,-7.7%,-1.0%,/,1.0%,/,-10.4%,-1.1%,/,O=C(NC1CCCCC1)C1(S(=O)(=O)c2ccc(Cl)cc2)CC1
-1.0%,-8.9%,-31.0%,1.1,6.9%,-2.5%,-3.8%,0.9%,1.3%,CN(CC(=O)Nc1ccc(Cl)cc1)S(=O)(=O)c1cccc2cccnc12
-6.7%,-4.1%,10.5%,2.2,-3.8%,8.0%,-10.7%,-20.8%,9.2%,CC1=C/C(=N\NC(=S)NCc2ccccc2)CC1
-8.0%,-9.6%,-41.0%,1.1,1.7%,-11.4%,1.0%,3.6%,-11.5%,CN(c1ccccc1C(=O)NC1CC2CCC1C2)S(=O)(=O)c1ccccc1 (stereo not given)
/,-8.4%,-12.1%[20 µM],/,0.5%,/,-9.9%,-7.7%,/,Cc1ccc(NC(=O)CCN2CCC(Cc3ccccc3)CC2)cc1
1.4%,5.5%,9.2%,0.9,-2.9%,10.0%,-11.5%,-1.3%,2.1%,Cn1c(CN2CCN(C(=O)c3ccccc3Cl)CC2)nc2cc([N+](=O)[O-])ccc21
/,-3.9%,13.1%,/,-2.6%,/,-3.2%,12.5%,/,O=C(CSc1nc2ccc(Cl)cc2[nH]1)NC1CCCC1
-3.5%,-0.4%,14.2%,1.1,-3.7%,6.9%,-15.0%,0.7%,13.1%,COCCNC(=O)C(c1ccc(F)cc1)N(CCOC)C(=O)CCC(=O)Nc1nccs1 (stereo not given)
/,-7.4%,-6.4%,/,-6.1%,/,14.0%,18.4%,/,CS(=O)(=O)N1CCC(C(=O)Nc2ccccc2Cl)CC1
-6.2%,-5.7%,5.5%,0.7,-4.5%,0.0%,-1.2%,-6.4%,-6.4%,COC(=O)c1ccc(C2C(C(=O)Nc3ccc(C)cc3C)=C(C)Nc3ncnn32)cc1 (stereo not given)
-0.6%,-8.2%,3.2%,1.1,0.0%,-20.6%,-5.1%,1.0%,0.5%,COc1ccc2cc(C(c3nnnn3C3CCCC3)N3CCc4ccccc4C3)c(=O)[nH]c2c1 (stereo not given)
-1.5%,-7.8%,-52.2%,1,4.3%,-3.6%,-31.3%,-6.0%,-10.6%,COc1ccc(OC)c(NC(=O)Cn2c(=O)oc3ccccc32)c1
-4.9%,-2.5%,-5.6%,0.9,3.3%,-9.6%,5.8%,30.4%,-11.1%,C/C(=C\C(=O)O)CC(=O)O
-5.4%,-7.7%,-75.7%,1.1,6.6%,-1.6%,-11.7%,-0.3%,6.8%,COc1c(Br)cc(Br)cc1C(=O)O
-4.3%,-0.8%,-37.1%,1.1,9.3%,8.9%,-2.6%,5.5%,3.2%,COc1ccc(C2C(C#N)=C(N)Oc3c2c(-c2ccccc2)nn3-c2ccccc2)c(OC)c1OC (stereo not given)
/,0.0%,-13.7%,/,1.1%,/,-28.8%,-18.3%,/,CC(C)n1nnnc1SCC(=O)NC1CCCC1
-4.0%,-8.1%,-31.0%,1,2.0%,-8.1%,/,9.1%,0.5%,Cc1ccc(Cl)c(NC(=S)N(CCCN2CCOCC2)Cc2ccco2)c1
-4.2%,-1.7%,27.6%,1,-5.6%,18.0%,3.0%,8.5%,23.8%,CN(C)c1ccc(C(CNC(=O)c2ccccc2F)c2c[nH]c3ccccc23)cc1 (stereo not given)
/,-11.8%,9.5%,/,-7.0%,/,-9.1%,29.0%,/,CN1CCN(c2cc(N3CCN(C(=O)c4ccco4)CC3)c3c4c(onc24)-c2ccccc2C3=O)CC1
/,-2.9%,-9.9%,/,-4.2%,/,-2.7%,40.2%,/,CCCCNS(=O)(=O)c1cc(-c2nn(C)c(=O)c3ccccc23)ccc1C
-5.1%,-3.9%,-3.1%,1.1,0.3%,7.4%,-25.8%,3.0%,9.6%,COc1ccc(OCC(O)CNC(=O)Nc2ccc(Cl)cc2)cc1 (stereo not given)
-2.2%,0.9%,-16.2%,1.1,-0.1%,4.8%,-28.7%,-4.3%,-2.5%,CCOc1cc(/C=N/NC(=O)CCc2n[nH]c(=O)[nH]c2=O)ccc1O
3.5%,-2.7%,-9.2%,1,-0.9%,9.9%,-9.1%,2.3%,11.2%,Cc1cccc(OC(C)c2ccnc3nc(/N=C/N(C)C)nn23)c1 (stereo not given)
/,-7.5%,-23.0%,/,0.5%,/,-15.3%,-6.3%,/,COC(=O)C1=CN(c2ccc(OC)cc2)C=C(C(=O)OC)C1c1cc(OC)c(OC)cc1OC
-4.4%,-1.5%,38.8%,1.1,0.2%,8.0%,-31.4%,-8.2%,4.8%,O=C(c1cc([N+](=O)[O-])ccc1N1CCN(S(=O)(=O)c2ccc(Cl)c(Cl)c2)CC1)N1CCOCC1
-3.2%,-11.2%,11.5%,1,2.0%,2.9%,24.0%,12.5%,5.6%,CC1CCN(Cc2c(C#N)c3ccccc3n2C)CC1
/,-7.8%,18.6%,/,2.4%,/,-4.4%,37.6%,/,COc1cc(CNS(=O)(=O)c2ccc3c(c2)CC(C)N3C(C)=O)cc(OC)c1OC (stereo not given)
-2.2%,-3.9%,29.4%,1.2,-8.2%,-4.3%,-3.9%,1.9%,2.1%,CCOC(=O)N1CCC(N2C(=O)c3ccc(C(=O)O)cc3C2=O)CC1
-1.6%,-3.2%,-41.1%,1,5.7%,0.0%,-9.6%,-8.8%,-9.6%,O=C(OCC1CC(c2ccccc2)=NO1)c1ccc(Cl)cc1 (stereo not given)
-4.4%,-2.4%,-5.8%,0.7,2.5%,12.1%,-18.4%,-12.7%,6.8%,O=C(O)c1n[nH]c2c1CCCCC2
-10.7%,9.3%,-15.2%,1,14.2%,15.8%,-18.2%,1.0%,39.0%,COc1ccc(-c2csc(NC(=O)c3ccc(OCC(=O)N4CCOCC4)c(OC)c3)n2)cc1

Not a retest: an excerpt of the list.
XIAP displacement,LYP inhibition,KOR beta-arrestin-1,TNAP activation fold,KOR beta-arrestin-2,human PMI inhibitors,NOD1 inhibition,NOD2 inhibition,human PMI inhibition,smiles
-2.2%,-3.9%,29.4%,1.2,-8.2%,-4.3%,-3.9%,1.9%,2.1%,CCOC(=O)N1CCC(N2C(=O)c3ccc(C(=O)O)cc3C2=O)CC1
-1.6%,-3.2%,-41.1%,1,5.7%,0.0%,-9.6%,-8.8%,-9.6%,O=C(OCC1CC(c2ccccc2)=NO1)c1ccc(Cl)cc1 (stereo not given)
-4.4%,-2.4%,-5.8%,0.7,2.5%,12.1%,-18.4%,-12.7%,6.8%,O=C(O)c1n[nH]c2c1CCCCC2
-10.7%,9.3%,-15.2%,1,14.2%,15.8%,-18.2%,1.0%,39.0%,COc1ccc(-c2csc(NC(=O)c3ccc(OCC(=O)N4CCOCC4)c(OC)c3)n2)cc1

More records follow.
XIAP displacement,LYP inhibition,KOR beta-arrestin-1,TNAP activation fold,KOR beta-arrestin-2,human PMI inhibitors,NOD1 inhibition,NOD2 inhibition,human PMI inhibition,smiles
-3.0%,-1.6%,8.1%[20 µM],1.1,-3.5%,1.3%,-10.3%,8.7%,-5.3%,C=CCNc1oc(-c2cccs2)nc1S(=O)(=O)c1ccccc1
/,-8.7%,4.3%,/,-0.4%,/,-10.4%,6.5%,/,CN(C)c1nc(NCc2ccccc2)nc(SCC(N)=O)n1
/,-8.1%,-17.5%,/,-2.7%,/,-20.4%,-4.4%,/,CC1CCCN(C(=O)CCc2nnc(-c3ccc4c(c3)OCO4)o2)C1 (stereo not given)
-4.3%,0.8%,-12.7%,1,-2.4%,-21.8%,-24.4%,-69.6%,-16.9%,CCC(=O)Nc1cccc(NC(=S)NC(=O)c2ccccc2)c1
-5.1%,-3.8%,-12.0%,1,8.3%,-102.0%,-6.7%,-6.5%,-79.1%,N#Cc1cc2c([nH]c1=S)CCCC2
/,0.8%,-6.9%,/,-0.6%,/,-6.8%,-1.5%,/,C/C(=N\Nc1cccc(C(=O)O)c1)c1ccc2c(c1)Nc1ccccc1S2
-1.1%,-4.2%,7.9%,1.1,-0.1%,15.1%,13.2%,-16.7%,17.4%,CC(NC(=O)/C(=C/c1ccc(OC(F)F)cc1)c1ccccc1)c1ccccc1 (stereo not given)
/,-9.0%,1.4%,/,2.3%,/,3.7%,-99.6%,/,N#C/C(=C\c1ccccc1O)C(=O)Nc1cccnc1
/,-9.5%,-30.3%,/,-3.0%,/,-24.4%,13.9%,/,CC(C)c1ccc(NC(=O)Cn2nnc(C(=O)NCc3ccco3)c2N)cc1
/,-6.2%,15.0%,/,3.5%,/,-19.1%,8.1%,/,CS(=O)(=O)c1ccc(Cl)c(NC(=O)C2CC(=O)N(c3ccc4c(c3)OCCO4)C2)c1 (stereo not given)
/,-5.0%,14.2%,/,-2.6%,/,-9.8%,-0.5%,/,O=S(=O)(CCN1CCOCC1)c1ccccc1
/,-6.6%,-38.1%,/,1.2%,/,20.0%,16.3%,/,COc1cc(OC)c(NC(=O)CN(C)S(=O)(=O)c2ccc(-c3ccc(=O)[nH]n3)s2)cc1Cl
/,-2.9%,22.5%,/,-4.6%,/,-26.8%,-2.8%,/,Cc1cc(S(=O)(=O)N2CCCC2)ccc1OCC(=O)Nc1ccccc1
-1.8%,-1.5%,-14.0%,1.5,-1.4%,2.2%,-13.2%,10.9%,-8.2%,COc1ccc(N2CCN(Cc3cc(=O)oc4cc5c(cc34)CCCC5)CC2)cc1
-8.2%,-2.7%,4.6%,1.1,-1.0%,-3.0%,-24.4%,-3.2%,-2.2%,C=CCNc1nc(NCc2ccco2)nc(OCC)n1
-0.1%,4.0%,-28.8%,2.6,0.8%,8.6%,-26.1%,-33.8%,1.7%,CCN(CC(=O)Nc1ccccc1-c1ccccc1)Cc1nc2ccccc2c(=O)[nH]1
/,-5.6%,2.6%,/,-0.8%,/,-3.3%,5.6%,/,CC(=O)Nc1nc2c(C)c(Cl)ccc2s1
-2.0%,-8.9%,-33.3%,1,0.7%,-5.7%,-28.5%,9.9%,0.3%,O=C(OCn1nnc2ccccc2c1=O)c1cn(-c2ccccc2)nc1-c1cccnc1
-3.5%,-5.2%,-97.4%,1.1,9.2%,4.7%,29.1%,29.4%,5.8%,COc1cccc(CNC(=O)c2cc3oc4ccccc4c3n2C)c1OC
0.8%,-2.6%,-34.7%,1,8.8%,21.6%,5.3%,20.5%,20.0%,CCOC(=O)c1c(NC(=O)c2cccs2)sc2c1CC(C)(C)OC2
-1.5%,-8.0%,22.0%,1,-2.0%,4.5%,6.5%,12.6%,3.2%,CC(C)Oc1ccc(Oc2ccc(C(F)(F)F)cn2)cc1
-0.8%,-5.4%,19.4%,1.2,3.5%,6.3%,8.7%,15.1%,8.1%,CCOc1ccc(NC(=O)C2(c3ccc(OC)c(OC)c3)CCCC2)cc1
-9.0%,-2.8%,-31.0%,1.1,3.9%,-0.1%,-8.3%,-4.8%,3.6%,O=C(Cc1ccc(-n2c(=O)c3ccccc3n(Cc3ccccc3Cl)c2=O)cc1)NCC1CCCO1 (stereo not given)
/,-7.9%,-31.2%,/,-7.0%,/,-22.1%,-0.2%,/,COc1ccc(NC(=O)c2oc3ccccc3c2CSC)cn1
/,-10.1%,-14.1%,/,0.8%,/,-16.4%,4.0%,/,CC1CC(C)CN(C(=O)Cn2c(=O)oc3cc(S(=O)(=O)N4CCCC4)ccc32)C1 (stereo not given)

These rows are one share of the data; rates above refer to the full screens.
